# Source: PubChem
# BAP1 inh: inhibitors of BAP1 deubiquitinase, primary screen, biochemical, Ub-AMC fluorescence, kinetic; Ubiquitin carboxyl-terminal hydrolase BAP1 (Homo sapiens), Q92560; recombinant BAP1, Ub-AMC hydrolysis fluorescence kinetic; active compounds read low; activity remaining (% of control), % at 20 µM; 0.48% of 72,000 active; AID 436, 2006;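 active = activity remaining at or below 50% of control, provided the compound also passes the data quality filters; inactive = the rest, including low values that fail the filters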;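 also: 100% = DMSO wells rate and 0% = substrate alone blank rate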
# HePTP inhibitor: inhibitors of human HePTP phosphatase, primary screen, biochemical, absorbance, leukemia target; recombinant HePTP phosphatase activity, OD absorbance; inhibition, % at 20 µM; 0.64% of 110,000 active; AID 521, 2006; in the data active = inhibition above about 50%;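 also: plate controls were vehicle for no effect and reference inhibitor for full effect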
# Active calls of the source: *; / = no result given; & = joins results of further samples.
SMILES,BAP1 inh,HePTP inhibitor
COc1ccccc1-c1c(C(F)(F)F)oc2c(CN3CCCC3)c(O)ccc2c1=O,/,9
CC1=C(C(=O)Nc2ccc(Br)cc2)C(c2ccccc2Br)NC(=S)N1 (centres undefined),/,-3
COc1ccc(/C=C2\C(=O)NC(=S)N(c3cccc4ccccc34)C2=O)cc1OC,/,-4
CCOC(=O)C1=C(C)NC(=O)N(C(C)=O)C1c1ccccc1Cl (centres undefined),70,/
O=C1CC(c2ccncc2)c2cc3c(cc2N1)OCCO3 (centres undefined),111,4
COC(=O)c1ccccc1NC(=O)C1CC(=O)N(C2CCCCC2)C1 (centres undefined),113,0&6
C=CCN(CC=C)C(=O)Nc1cc(Cl)ccc1OC,/,8
CC(=O)c1c(N2CCOCC2)nc(=S)n(-c2cc(C)ccc2C)c1C,98,6
COc1cc2c(cc1NC(=O)COC(=O)Cn1cnc3ccccc31)oc1ccccc12,51,0

# Arranged by molecular weight (high to low): some entries from above
SMILES,BAP1 inh,HePTP inhibitor
CC1=C(C(=O)Nc2ccc(Br)cc2)C(c2ccccc2Br)NC(=S)N1 (centres undefined),/,-3
CCOC(=O)C1=C(C)NC(=O)N(C(C)=O)C1c1ccccc1Cl (centres undefined),70,/
C=CCN(CC=C)C(=O)Nc1cc(Cl)ccc1OC,/,8

# Single records, as listed above.
# C=CCN(CC=C)C(=O)Nc1cc(Cl)ccc1OC is entered as BAP1 inh: /; HePTP inhibitor: 8
# COC(=O)c1ccccc1NC(=O)C1CC(=O)N(C2CCCCC2)C1 (centres undefined) is entered as BAP1 inh: 113; HePTP inhibitor: 0&6

# Compounds were not picked by outcome (roughly 0.83% active in at least one column).
